PLC-gamma1 inh = PLC-gamma1 enzyme inhibitors, primary screen, biochemical, fluorescence, purified enzyme | 1-phosphatidylinositol 4,5-bisphosphate phosphodiesterase gamma-1 (Homo sapiens), P19174 | fluorogenic substrate | inhibition, % at 12.2 µM | 370,000 tested, 0.84% active | AID 720700, 2013; in the data active = inhibition above about 9.5%
PLCb3 inh = human PLC-beta3 inhibitors, primary screen, biochemical, fluorescence. 1-phosphatidylinositol 4,5-bisphosphate phosphodiesterase beta-3 (Homo sapiens), Q01970. inhibition, % at 12.2 µM. AID 720704, 2013. 370,000 tested, 0.18% active. Purified PLC-beta3, fluorogenic substrate; in the data active = inhibition above about 11%;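 also: 0% = median of compound wells on plate and 100% = full blocker control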
ADAM17 inh = ADAM17 inhibitors, primary screen, biochemical, QFRET; inhibition, % at 6.95 µM; 370,000 tested, 0.83% active; recombinant ADAM17, EDANS/DABCYL FRET peptide cleavage; AID 720648, 2013; Disintegrin and metalloproteinase domain-containing protein 17 (Homo sapiens), P78536;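 active = inhibition above the mean of compounds lying between control limits plus 3 SD, set per campaign, cut at about 8.5% in these data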;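 also: 0% = DMSO-only wells as the low control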
Target sequence (P78536 215-824 limits assumed): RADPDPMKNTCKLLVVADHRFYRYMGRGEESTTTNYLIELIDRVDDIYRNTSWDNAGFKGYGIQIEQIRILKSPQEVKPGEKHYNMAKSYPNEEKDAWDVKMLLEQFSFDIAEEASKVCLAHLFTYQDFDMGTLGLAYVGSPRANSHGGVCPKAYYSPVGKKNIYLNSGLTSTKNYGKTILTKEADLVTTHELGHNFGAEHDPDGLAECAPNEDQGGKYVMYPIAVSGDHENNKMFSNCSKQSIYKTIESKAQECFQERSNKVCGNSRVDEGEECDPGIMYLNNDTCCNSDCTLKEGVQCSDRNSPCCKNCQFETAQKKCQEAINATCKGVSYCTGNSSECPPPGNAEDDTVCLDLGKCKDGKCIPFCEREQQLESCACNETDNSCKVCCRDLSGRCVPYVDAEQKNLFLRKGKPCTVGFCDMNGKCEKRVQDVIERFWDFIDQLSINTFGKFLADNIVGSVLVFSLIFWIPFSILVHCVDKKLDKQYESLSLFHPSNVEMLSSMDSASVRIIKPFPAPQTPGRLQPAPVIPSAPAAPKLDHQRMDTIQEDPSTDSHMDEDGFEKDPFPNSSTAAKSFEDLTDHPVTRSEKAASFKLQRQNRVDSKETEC
SMARCA2 activ = SMARCA2 (BRM) function activators, primary screen, cell-based, luminescence, high throughput; MG213 cells, MMTV-luciferase reporter, dexamethasone, overnight; AID 652017, 2013; 370,000 tested, 1% active; activation, % at 9.1 µM; in the data active = activation above about 7.8%;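 also: 0% = vehicle wells and 100% = reference activator wells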
DAX1 inh-1 = DAX1 (NR0B1) inhibitors on StAR promoter, primary screen, cell-based, luminescence, SF-1 (NR5A1), full-length DAX-1; 370,000 tested, 1.1% active; inhibition, % at 6.8 µM; AID 652010, 2013; HEK293T StAR-luciferase reporter, SF-1/DAX-1 repression relief;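 active = inhibition above the mean over all tested compounds plus 3 SD, cut at about 3.6% in these data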;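 also: 0% = DAX-1 cells with DMSO and 100% = cells lacking DAX-1 with DMSO; higher inhibition means more luminescence from relief of DAX-1 repression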
hcDAF-12 act = H. contortus DAF-12 nuclear receptor activators, primary screen, cell-based, luminescence, HEK293, lit1-tk-luc reporter; HEK293 hcDAF-12 lit1-tk-luc reporter; 0% DMSO, 100% Δ7-dafachronic acid; activation, % at 6.8 µM; 370,000 tested, 1.4% active;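 active = activation above the mean of all tested compounds plus 3 SD, cut at about 5.5% in these data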;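 also: 100% = response to 3 µM Δ7-dafachronic acid high control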
ssDAF-12 act = S. stercoralis DAF-12 nuclear receptor activators, primary screen, cell-based, luminescence, HEK293, GRIP1 co-expression, lit1-tk-luc; HEK293 ssDAF-12/GRIP1 lit1-tk-luc reporter; % of 3 µM dafachronic acid response; activation, % at 6.8 µM; 370,000 tested, 1% active;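 active = activation above the mean over all tested compounds plus 3 SD, cut at about 0.9% in these data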;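 also: 0% = DMSO-only wells and 100% = 3 µM delta7-dafachronic acid wells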
MBD2 DNA inh = inhibitors of MBD2 binding to methylated DNA, primary screen, biochemical, TR-FRET, DNA-binding domain, human; inhibition, % at 4.4 µM; 370,000 tested, 0.31% active; MBD2 binding to methylated oligonucleotide; in the data active = inhibition above about 13%
hgDAF12 agonist = H. glycines DAF-12 receptor agonists, primary screen, cell-based, luminescence, HEK293, GAL4 fusion, UAS-luciferase; HEK293 GAL4-hgDAF12 UAS-luciferase reporter, agonist luminescence; normalized to butyrate control; activation, % at 6.8 µM; 370,000 tested, 1.8% active; Nuclear hormone receptor DAF-12 (Heterodera glycines), GAL4 fusion;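 active = activation above a cutoff set at the mean of all screened compounds plus 3 SD, cut at about 10% in these data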;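 also: 0% = DMSO wells and 100% = sodium butyrate wells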
DAX1 inh-2 = DAX1 (NR0B1) inhibitors, primary screen, cell-based, HEK293, Gal4-DAX1, luciferase luminescence; 340,000 tested, 0.99% active; AID 504766, 2011; inhibition, % at 6.75 µM; Nuclear receptor subfamily 0 group B member 1 (Homo sapiens), P51843; HEK293 Gal4-DAX1 luciferase reporter;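 active = inhibition above the mean over all tested compounds plus 3 SD, cut at about 4.2% in these data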;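 also: 0% = DAX1-transfected cells with DMSO and 100% = empty-vector control cells with DMSO; inhibition shows as a rise in luminescence from relieved DAX1 repression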
Target sequence (P51843 207-470 limits assumed): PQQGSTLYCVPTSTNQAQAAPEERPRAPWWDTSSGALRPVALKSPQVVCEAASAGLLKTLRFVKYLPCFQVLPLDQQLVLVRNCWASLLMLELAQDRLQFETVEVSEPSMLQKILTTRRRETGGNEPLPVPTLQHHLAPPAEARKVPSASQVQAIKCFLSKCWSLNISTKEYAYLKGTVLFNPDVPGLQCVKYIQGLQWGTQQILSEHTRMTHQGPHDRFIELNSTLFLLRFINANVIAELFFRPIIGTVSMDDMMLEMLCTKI
Rev-erbA mod = modulators of Rev-erb alpha DNA binding, primary screen, biochemical, FITC-DNA, fluorescence polarization, uHTS. Rev-erbα–FITC-DNA binding, 90 min. activity, % at 10 µM. 370,000 tested, 0.79% active. Nuclear receptor subfamily 1 group D member 1 (Homo sapiens), P20393;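 active = activity above about 14%, limit read from the data; passing the limit was not always enough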;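 also: 0% = DMSO wells with 35 nM protein and 100% = DMSO wells with 750 nM protein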
Active calls of the source: *; · = no result given. The list is partial; the hit share may differ from the screen's.

Start of the data: the first 2 records, to show the layout:
smiles | PLC-gamma1 inh | PLCb3 inh | ADAM17 inh | SMARCA2 activ | DAX1 inh-1 | hcDAF-12 act | ssDAF-12 act | MBD2 DNA inh | hgDAF12 agonist | DAX1 inh-2 | Rev-erbA mod
O=C1C(Cl)=CC(=Nc2ccc(O)cc2)C=C1Cl | 0.5 | -3.2 | -0.7 | -1.4 | -0.2 | -2.0 | -1.3 | -8.9 | -0.4 | 0.2 | -9.6
CCOC(=O)[C@]12Cc3cc(Cl)ccc3[C@H]1N(Cc1ccccc1)C(=O)c1cc(OC)ccc12 | -1.1 | -3.3 | 0.8 | -8.0 | -1.5 | -2.2 | -1.5 | 1.6 | 1.4 | · | 5.0

The listing, repeating the preview:
smiles | PLC-gamma1 inh | PLCb3 inh | ADAM17 inh | SMARCA2 activ | DAX1 inh-1 | hcDAF-12 act | ssDAF-12 act | MBD2 DNA inh | hgDAF12 agonist | DAX1 inh-2 | Rev-erbA mod
O=C1C(Cl)=CC(=Nc2ccc(O)cc2)C=C1Cl | 0.5 | -3.2 | -0.7 | -1.4 | -0.2 | -2.0 | -1.3 | -8.9 | -0.4 | 0.2 | -9.6
CCOC(=O)[C@]12Cc3cc(Cl)ccc3[C@H]1N(Cc1ccccc1)C(=O)c1cc(OC)ccc12 | -1.1 | -3.3 | 0.8 | -8.0 | -1.5 | -2.2 | -1.5 | 1.6 | 1.4 | · | 5.0
CNS(=O)(=O)c1ccc(N=Cc2c(O)n(-c3cccc(C)c3)c(=O)[nH]c2=O)cc1 | -1.5 | -5.3 | 0.8 | -1.6 | -0.3 | -0.8 | 0.2 | 0.6 | 0.2 | 0.8 | 7.3
COC(=O)C1=C(c2ccccc2OCc2ccccc2)C[C@@H]2CC[C@H]1N2C | 4.8 | 1.4 | 6.0 | -1.6 | 3.4 | -0.8 | -1.0 | -1.9 | -2.6 | 0.4 | -6.2
COc1cccc(O)c1CN1CCCC(C(=O)c2sccc2C)C1 (stereo not drawn) | -2.0 | -1.1 | 0.3 | -1.1 | -0.7 | -2.4 | -1.1 | 1.6 | -0.8 | -0.5 | 1.5
O=c1[nH]c(=S)[nH]c(O)c1N=Nc1ccc2c(c1)OCO2 | -1.5 | -5.2 | -1.0 | 1.9 | 0.4 | 0.4 | -0.3 | -10.8 | 5.7 | 2.3 | 6.9
COc1ccc(OC)c(C(c2c(O)c3ccccc3oc2=O)c2c(C)n(C)n(-c3ccccc3)c2=O)c1 (stereo not drawn) | -2.5 | -5.3 | -3.8 | -0.2 | -0.1 | -1.5 | -1.3 | -1.7 | 0.1 | 6.6* | -2.5
COc1ccc(/C=C/C(=O)c2c(O)n(CCC3=CCCCC3)c(=O)[nH]c2=O)cc1OC | 1.1 | -4.2 | -11.5 | -4.2 | -0.2 | -1.3 | -1.2 | 4.0 | -0.1 | -0.8 | -3.9
CCCOc1ccccc1OCC(=O)N1CCN(CC(=O)N2CCOCC2)CC1 | 4.8 | 5.4 | 6.7 | -5.6 | -0.1 | -1.4 | -0.9 | -0.7 | 0.7 | 3.1 | 1.6
O=C1NC(=S)NC(=O)C1=Cc1cccn1-c1ccc(O)cc1 | 2.3 | -3.4 | 0.5 | 0.7 | -0.2 | -0.3 | -1.0 | 14.3* | -1.7 | -0.5 | -33.7
CN1CCN(c2ccc([N+](=O)[O-])c(NCC3CCCO3)c2)CC1 (stereo not drawn) | 3.4 | 1.1 | 1.5 | -2.4 | -1.1 | -2.9 | 0.1 | -17.1 | -2.2 | -0.1 | 0.9
COc1c(C=C2C(=O)NC(=O)NC2=O)c(CCN(C)C(=O)c2ccccc2)cc2c1OCO2 | -8.8 | -11.1 | -1.7 | -0.6 | -0.5 | 0.5 | -1.8 | -1.3 | -1.1 | 2.2 | -2.4
CCC(=O)N1CC(=O)Nc2ccc(F)cc2C1c1ccccc1 (stereo not drawn) | 7.5 | -0.8 | -4.5 | -0.3 | 0.8 | -0.8 | -1.5 | -6.1 | -1.0 | 0.8 | -2.1
O=c1[nH]c(O)c(C=Nc2cccc(F)c2)c(=O)[nH]1 | -1.7 | -5.5 | -2.9 | -0.4 | 0.1 | -3.0 | -0.6 | -1.8 | -1.4 | 0.4 | -1.9
O=C(c1cccs1)N1C2CCC1CC(O)(c1cccnc1)C2 (stereo not drawn) | 0.4 | 1.8 | 0.2 | -1.2 | 0.0 | -1.3 | -1.1 | -0.8 | -0.1 | 1.4 | -1.4
CCN(CC)CCNCC(=O)Nc1ccc(Cl)cc1C(=O)c1ccccc1 | -1.8 | -0.7 | -4.8 | -0.1 | -0.4 | -0.9 | -0.9 | 3.8 | -1.3 | 0.7 | 0.7
COc1cc(-n2c(=S)[nH]c3ccc(C)cc3c2=O)c(Cl)cc1Cl | -33.3 | -21.5 | 2.1 | -2.1 | -0.9 | 4.0 | -0.3 | 0.6 | -1.0 | · | 2.7
CN(C)Cc1c[nH]c2ccccc12 | 1.1 | 4.0 | 1.9 | 1.8 | 0.7 | 2.8 | 0.0 | -2.2 | 4.2 | 3.7 | -5.2
COCOC1CCC2C3CCC4=CC(=O)CCC4=C3C=CC12C (stereo not drawn) | -133.1 | -160.2 | -29.2 | 1.1 | -1.2 | -0.1 | -1.4 | 4.4 | 3.0 | -0.4 | -4.2
CCn1c(O)c(C=Nc2ccc(S(N)(=O)=O)cc2)c(=O)n(CC)c1=S | -1.9 | -7.0 | -0.2 | -6.1 | 0.1 | 2.0 | -1.4 | -3.1 | -3.6 | 0.5 | -3.2
CN1CCC(N2CC3CC(C2)c2cccc(=O)n2C3)CC1 (stereo not drawn) | -3.1 | -5.8 | -0.8 | -2.8 | -0.2 | -0.5 | -1.4 | -3.0 | 2.2 | 0.3 | 4.2
O=C(O)c1ccc(Cl)nc1 | 3.8 | 4.6 | 0.8 | 4.1 | -0.3 | -2.2 | -1.1 | 1.2 | 4.1 | 0.7 | -8.5
Cn1cc(C(=O)OCC(=O)NC2CCCCC2)c2ccccc21 | -0.3 | 0.8 | -1.9 | 0.6 | -1.2 | -1.9 | -1.5 | -2.5 | -1.5 | -0.3 | 0.7
CN(C)c1ccc(/C=C/C=C2/C(=O)NC(=O)N(c3ccccc3)C2=O)cc1 | -1.2 | -6.8 | -1.4 | 0.2 | 1.7 | 0.5 | -0.5 | -9.7 | 1.6 | -0.4 | -3.7
CCn1cc(C(=O)N2CCC3(CC2)OCCO3)c(=O)c2cc(S(=O)(=O)N3CCCC3)ccc21 | 3.0 | 1.6 | -1.7 | -0.1 | -0.2 | -0.2 | -0.9 | 2.4 | 0.5 | 1.0 | -6.6
CCOP(=O)(OCC)C(O)c1ccc2c(c1)OCO2 (stereo not drawn) | 2.0 | -4.3 | -6.5 | 2.7 | 0.1 | 0.6 | -1.8 | 6.4 | -2.5 | -0.4 | 10.7
CCOC(=O)c1ccc(N=Cc2c(O)n(-c3ccc(OC)cc3)c(=S)[nH]c2=O)cc1 | 0.7 | 1.7 | 0.5 | -0.6 | 0.3 | 0.0 | -1.3 | -2.0 | -2.9 | 1.4 | 8.8
Cc1ccccc1-n1c(-c2ccc([N+](=O)[O-])cc2)nc2ccccc2c1=O | 2.9 | 3.4 | 2.2 | 0.5 | -1.1 | -1.9 | -0.5 | 3.4 | -4.2 | -1.0 | 1.8
O=C(Nc1ccccc1F)OC1CN2CCC1CC2 (stereo not drawn) | 0.8 | -4.3 | -2.5 | -1.3 | 0.6 | 1.5 | -1.4 | 3.8 | 1.2 | 2.6 | -3.9
COc1cc(/C=N/NP(=S)(c2ccccc2)c2ccccc2)ccc1O | 3.6 | -1.4 | -1.1 | -1.7 | -0.5 | -1.4 | -1.0 | -2.7 | 1.6 | 0.3 | 5.1
CN1C(=O)C(Cc2cccs2)C(=O)N(C)C1=O | 4.6 | 4.9 | 3.4 | 1.0 | 0.3 | 1.3 | -1.1 | -5.6 | -2.1 | -1.3 | 0.6
CCc1cc2c(s1)N(CC(=O)OC)C(=O)CN=C2c1ccccc1OC | -0.6 | 3.2 | -1.6 | -2.3 | -0.2 | -0.7 | -0.9 | 0.7 | 1.3 | 0.5 | -3.5
C[C@@H]1O[C@@H](O[C@H]2C[C@@H](O)[C@]3(CO)[C@H]4[C@H](O)C[C@]5(C)[C@@H](C6COC(=O)C6)CC[C@]5(O)[C@@H]4CC[C@]3(O)C2)[C@H](O)[C@H](O)[C@H]1O (stereo partly drawn) | -1.8 | 3.2 | -2.2 | -7.2 | -7.4 | -4.4 | -2.9 | 1.4 | -14.8 | -5.0 | 3.8
CCCC(C)n1[nH]c(=O)c2c1NC(=O)CSC2c1ccc(OC)cc1 (stereo not drawn) | 3.4 | 0.7 | 3.7 | -0.7 | 0.7 | -0.7 | -0.8 | 4.8 | -2.7 | 0.4 | -1.0
CC(NCc1ccc(Cl)cc1)C(O)c1ccccc1 (stereo not drawn) | 0.3 | 0.7 | -2.8 | 7.6 | -1.7 | -3.5 | -1.8 | -0.4 | -3.8 | -0.3 | -2.5
Cc1cccc(-n2c(O)c(C=NC34CN5CN(CN(C5)C3)C4)c(=O)[nH]c2=O)c1 | 2.1 | 0.6 | 1.9 | 0.0 | -0.1 | -0.7 | -1.5 | -0.4 | 1.9 | -0.6 | 0.7
COC(=O)c1ccc(-n2c(C)nc3ccccc3c2=O)cc1 | 0.8 | 1.5 | 2.5 | 1.4 | -0.1 | -1.8 | -1.3 | -9.3 | -0.5 | 0.2 | -3.9
O=C1NC(=O)C2(Cc3ccccc3N3CCCC32)C(=O)N1c1cccc(Cl)c1 (stereo not drawn) | -15.7 | -25.4 | -0.1 | 6.4 | 0.6 | 3.8 | 0.1 | -2.2 | 1.1 | 0.8 | 0.9
Cc1ccc(N(C)C(=O)Oc2ccc(C(=O)c3ccc(Cl)cc3)cc2)cc1 | 4.6 | 0.8 | 1.3 | 2.1 | 0.0 | -0.4 | -1.5 | -0.7 | 1.3 | 2.3 | 10.2
O=C(c1cccc2ccccc12)C1CCCN(C2CCC2)C1 (stereo not drawn) | -0.4 | 0.8 | -5.8 | -3.4 | 2.3 | 0.3 | -0.3 | 1.5 | 3.2 | 0.8 | 0.0

Compound activity from PubChem.
